LYPLA2 counter = blocks human lysophospholipase 2, a PME1 counter-screen; O95372; recombinant LYPLA2, FP-Rh probe fluorescence polarization; inhibition, % at 5.9 µM; 320,000 tested, 0.38% active; AID 2177;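 active means inhibition above the screen-wide mean plus 3 SD, limit set per campaign, cut at about 26% in these data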;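 further: 0% = LYPLA2 with DMSO and 100% = wells lacking LYPLA2 enzyme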
Target sequence (O95372 whole entry, looked up): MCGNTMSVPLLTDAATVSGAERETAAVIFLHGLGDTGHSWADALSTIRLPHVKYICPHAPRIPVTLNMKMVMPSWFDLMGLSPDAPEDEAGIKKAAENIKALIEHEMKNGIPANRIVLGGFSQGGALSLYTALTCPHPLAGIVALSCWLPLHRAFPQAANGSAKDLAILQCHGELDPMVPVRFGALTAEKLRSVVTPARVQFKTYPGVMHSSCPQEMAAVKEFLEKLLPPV
GSTO1 counter = blocks human GSTO1 in RBBP9 counter-screen | 300,000 tested, 1.1% active | recombinant GSTO1, activity-based probe fluorescence polarization | inhibition, % at 5.96 µM;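 active means inhibition above the campaign mean inhibition plus 3 SD, cut at about 35% in these data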;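 further: 0% = GSTO1-1 with DMSO and 100% = wells lacking GSTO1-1 enzyme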
ZTA DNA inh = ZTA (EBV) inhibition in EBNA-1 counter-screen. P03206. ZTA-DNA binding, fluorescence polarization. inhibition, % at 11 µM. 320,000 tested, 0.15% active. AID 2234; in the data active means inhibition above about 33%
PAFAH1B3 inh = blocks human PAF acetylhydrolase 1B catalytic subunit 3; Q15102; recombinant PAFAH1B3, FP-rhodamine probe, fluorescence polarization; inhibition, % at 3.39 µM; 340,000 tested, 0.28% active;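 active means inhibition above the screen-wide average of all tested compounds plus 3 SD, cut at about 25% in these data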;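 further: 0% = enzyme with DMSO only and 100% = wells lacking PAFAH1B3 protein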
EBNA-1 inhibitor = blocks EBNA-1 binding to DNA; EBNA-1 DNA binding, fluorescence polarization; inhibition, % at 14.8 µM; 300,000 tested, 0.34% active; AID 1950; in the data active means inhibition above about 28%
LYPLA1 counter = blocks human lysophospholipase 1, a PME1 counter-screen; O75608; inhibition, % at 5.9 µM; recombinant LYPLA1, FP-Rh probe fluorescence polarization; 320,000 tested, 0.16% active;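 active means inhibition above the mean of all tested compounds plus 3 SD, set per campaign, cut at about 14% in these data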;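 further: inhibitors block serine hydrolase probe labeling of LYPLA1 so polarization falls; 0% = enzyme with DMSO and 100% = wells lacking LYPLA1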
PAFAH2 inh = PAFAH2 (human) inhibition; AID 492956; 340,000 tested, 0.99% active; recombinant PAFAH2, FP-rhodamine activity probe, fluorescence polarization; inhibition, % at 3.39 µM; Q99487;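 active means inhibition above the mean over all tested compounds plus 3 SD, cut at about 30% in these data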;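 further: inhibitors block probe labeling of enzyme so polarization drops; 0% = enzyme with DMSO and 100% = wells lacking PAFAH2 protein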
PREPL inh = inhibitors of human prolyl oligopeptidase-like enzyme PREPL. recombinant PREPL, fluorescence polarization activity-based probe. inhibition, % at 5.96 µM. 320,000 tested, 0.68% active; in the data active means inhibition above about 43%;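 further: 0% = enzyme with DMSO and 100% = wells lacking enzyme; many of its hits are not listed in these tables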
Target sequence (Q4J6C6 whole entry, looked up): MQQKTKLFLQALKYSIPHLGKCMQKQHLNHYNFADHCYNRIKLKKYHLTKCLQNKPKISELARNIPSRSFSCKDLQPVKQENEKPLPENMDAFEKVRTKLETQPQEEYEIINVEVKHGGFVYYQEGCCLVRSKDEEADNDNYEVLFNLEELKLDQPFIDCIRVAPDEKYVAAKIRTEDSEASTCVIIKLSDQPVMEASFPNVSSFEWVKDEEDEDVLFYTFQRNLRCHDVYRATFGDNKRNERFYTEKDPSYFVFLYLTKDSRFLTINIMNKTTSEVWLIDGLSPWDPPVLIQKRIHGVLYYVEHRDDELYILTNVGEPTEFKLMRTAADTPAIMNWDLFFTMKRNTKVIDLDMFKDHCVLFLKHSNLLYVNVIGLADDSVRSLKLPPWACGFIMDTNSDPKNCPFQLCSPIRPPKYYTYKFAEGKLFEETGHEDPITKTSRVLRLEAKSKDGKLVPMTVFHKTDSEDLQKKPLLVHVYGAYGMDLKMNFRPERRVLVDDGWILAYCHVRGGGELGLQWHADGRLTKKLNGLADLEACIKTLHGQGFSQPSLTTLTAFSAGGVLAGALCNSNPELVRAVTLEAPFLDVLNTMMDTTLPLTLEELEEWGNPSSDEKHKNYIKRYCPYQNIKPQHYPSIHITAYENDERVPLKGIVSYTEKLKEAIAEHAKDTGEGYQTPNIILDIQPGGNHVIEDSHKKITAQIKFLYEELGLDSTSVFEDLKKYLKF
PAD4 FP inh = blocks human protein arginine deiminase 4; Q9UM07; recombinant PAD4, RCA probe fluorescence polarization; inhibition, % at 6.36 µM; 330,000 tested, 0.41% active; AID 485272;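 active means percent inhibition above a cutoff equal to the mean of all tested compounds plus 3 SD, cut at about 15% in these data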;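 further: 0% = PAD4 with RCA probe and DMSO and 100% = probe without PAD4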
* hit, by the source's call; · = not tested or not shown. Some of the compounds tested; rates above refer to the full screens.

SMILES | LYPLA2 counter | GSTO1 counter | ZTA DNA inh | PAFAH1B3 inh | EBNA-1 inhibitor | LYPLA1 counter | PAFAH2 inh | PREPL inh | PAD4 FP inh
COc1ccc(NC(=O)CSc2c(C)n[nH]c2C)cc1 | 3.0 | -7.5 | -4.5 | -8.7 | 0.7 | -2.0 | -8.1 | 7.4 | -0.4
NNc1nc2c(F)cc(F)cc2s1 | 6.2 | -0.7 | -11.1 | 8.2 | 6.9 | -1.6 | 6.3 | 24.1 | 5.0
O=C(CNC(=O)Cc1ccccc1)NCC(=O)OCC(=O)c1ccccc1Cl | 3.9 | -3.1 | 0.3 | 8.0 | 1.4 | -0.5 | -1.8 | 3.5 | 1.5
Cc1c(NC(=O)COC(=O)Cc2ccc(Cl)cc2)c(=O)n(-c2ccccc2)n1C | -5.0 | -2.2 | 10.9 | -7.8 | 10.4 | 1.4 | -4.8 | 10.5 | -4.9
CCN(CC)S(=O)(=O)c1cc(C(=O)Oc2cccc(-c3cnc4ccccc4n3)c2)ccc1Br | 0.2 | 1.2 | -4.0 | -5.4 | 5.0 | -2.3 | -9.0 | -3.5 | 4.6
O=C1c2ccccc2C(Nc2ccc(F)c(Cl)c2)N1Cc1ccco1 (stereo not drawn) | -7.0 | -3.6 | 3.8 | -0.8 | 2.9 | -3.1 | -1.1 | 4.7 | -3.1
O=C(c1ccc(F)cc1F)C1CCN(c2ccc([N+](=O)[O-])cn2)CC1 | 10.7 | 0.1 | 6.1 | · | -5.3 | 3.4 | · | 3.8 | -2.0
COc1ccc2nc(CCN(C)C(=O)C3CCC(=O)N(Cc4cccc(F)c4)C3)[nH]c2c1 (stereo not drawn) | 1.9 | 1.1 | -14.5 | 0.2 | -4.8 | -1.3 | 4.5 | 3.1 | 0.6
Cc1cccc(NC(=S)N2CCN(c3ccccc3)CC2)c1 | 1.4 | 1.4 | 14.4 | · | -1.2 | -1.7 | · | 7.6 | -5.5
Cc1cc(Cn2nc(C(=O)NCc3cccc(Br)c3)cc2-c2ccccc2)on1 | -3.4 | -8.8 | -22.5 | -10.9 | 3.5 | -2.3 | -9.5 | -2.3 | -2.2
O=C(c1ccccc1Cl)N1CCC(N2CCC(C(=O)N3CCCC3)CC2)CC1 | -4.3 | -4.0 | -12.4 | -2.7 | -2.9 | -3.0 | -5.2 | 3.9 | -4.3
CC1=C(C(=O)OCCc2ccccc2)C(c2ccsc2)NC(=O)N1C (stereo not drawn) | -5.1 | 3.1 | -16.0 | -7.0 | -4.3 | -2.4 | 1.7 | 8.6 | -6.2
COc1cc2c(cc1OC)-c1cc(Nc3cccc(C)c3)nc(=O)n1CC2 | -2.7 | -2.9 | -2.9 | 0.9 | 12.1 | -5.1 | 15.3 | -1.1 | -2.6
O=C(O)CCC(=O)Nc1nc2nc(-c3ccccc3)cc(-c3ccccc3)n2n1 | 2.4 | -5.1 | -5.1 | 9.0 | 4.7 | 2.4 | 1.4 | 1.3 | -1.0
COc1ccc(N(C(=O)c2ccco2)C(C(=O)NC2CCCC2)c2ccncc2)cc1 (stereo not drawn) | 6.0 | -0.9 | -7.1 | 3.4 | -6.7 | 0.0 | 0.9 | -2.4 | -1.6
COc1ccc(C(CC(=O)Nc2nccs2)C(C)C)cc1 (stereo not drawn) | 6.3 | -1.5 | -3.9 | 7.3 | -15.9 | 0.9 | 2.0 | -28.0 | -5.3
Cc1ccc(NC(=O)c2cc(S(=O)(=O)N3CCOCC3)cn2C)cc1Cl | -7.9 | 2.4 | -4.0 | 1.2 | 1.3 | -6.6 | -0.1 | -4.0 | -3.3
C/C(=N\N=C1\NC(=O)CC(C(=O)O)S1)c1cccs1 (stereo not drawn) | 0.5 | -6.3 | -1.8 | -0.3 | -8.0 | 0.2 | 8.2 | 4.0 | -2.5
Cc1ccc(S(=O)(=O)NC(C)(C)CSc2nnc(N)s2)cc1 | 4.7 | 3.3 | 8.2 | 0.7 | -2.6 | 2.7 | -2.2 | -5.0 | 0.6
COc1ccc(C(=O)N2CCCC(c3nc(-c4ccc(C)o4)no3)C2)cc1OC (stereo not drawn) | -0.8 | 1.0 | 18.9 | 6.2 | 12.0 | 0.1 | 2.4 | 2.5 | -0.9
CC(=O)Oc1oc(-c2ccccc2)nc1/C=N/c1ccccn1 | -1.7 | 0.1 | -13.5 | 10.2 | 2.3 | 1.2 | 9.5 | 5.3 | 1.1
Cc1nn(CCCC(=O)NCc2ccccc2Cl)c(=O)c2nccn12 | 1.9 | 9.1 | 2.4 | -0.5 | 3.9 | -1.0 | -0.9 | 12.9 | -0.7
CCOC(=O)C1=C(C)OC(N)=C(C#N)C1c1ccc(C)s1 (stereo not drawn) | 7.8 | -0.5 | -3.6 | -11.1 | -6.5 | 0.9 | -15.6 | 2.2 | 2.9
COc1ccc(-c2noc(COc3ccc(C)c(C)c3)n2)cc1OC | -9.2 | -6.6 | 8.7 | -1.8 | 5.5 | -4.6 | -0.7 | -15.8 | 2.8
CCN(C[C@H]1N[C@@](CC)(C(=O)OC)[C@H]2C(=O)N(Cc3ccccc3)C(=O)[C@@H]12)S(=O)(=O)c1ccc(-c2ccccc2)cc1 | · | · | · | 3.7 | · | · | 2.8 | 18.1 | -3.0

Compounds above that have two or more sulfur atoms (2):
SMILES | LYPLA2 counter | GSTO1 counter | ZTA DNA inh | PAFAH1B3 inh | EBNA-1 inhibitor | LYPLA1 counter | PAFAH2 inh | PREPL inh | PAD4 FP inh
C/C(=N\N=C1\NC(=O)CC(C(=O)O)S1)c1cccs1 (stereo not drawn) | 0.5 | -6.3 | -1.8 | -0.3 | -8.0 | 0.2 | 8.2 | 4.0 | -2.5
Cc1ccc(S(=O)(=O)NC(C)(C)CSc2nnc(N)s2)cc1 | 4.7 | 3.3 | 8.2 | 0.7 | -2.6 | 2.7 | -2.2 | -5.0 | 0.6

Additional records.
SMILES | LYPLA2 counter | GSTO1 counter | ZTA DNA inh | PAFAH1B3 inh | EBNA-1 inhibitor | LYPLA1 counter | PAFAH2 inh | PREPL inh | PAD4 FP inh
COCCCNS(=O)(=O)c1ccc2c(c1)OCCO2 | 1.3 | -2.3 | 3.2 | -0.9 | -3.3 | 2.2 | 17.3 | 0.1 | -2.4
Cc1ccccc1NS(=O)(=O)c1cc(C(=O)NCc2ccncc2)ccc1Cl | 4.8 | 1.4 | 3.0 | -1.2 | 4.4 | -2.6 | 1.5 | 16.7 | -1.9
CC(=O)OC[C@H]1O[C@@H](n2ncc(=O)[nH]c2=O)[C@H](OC(C)=O)[C@@H]1OC(C)=O | -2.6 | 7.2 | 0.5 | · | 1.9 | -2.2 | · | 8.5 | -0.2
O=C(COC(=O)c1ccccc1O)Nc1ccc(S(=O)(=O)N2CCCCC2)cc1 | -2.2 | 6.5 | 18.0 | 0.5 | 0.2 | -7.3 | -5.6 | 8.1 | -3.7
COC(=O)[C@@H](NC(=O)NC1CCN(Cc2ccccc2)CC1)C(C)C | 6.0 | 3.2 | -4.1 | 1.2 | -5.2 | -1.4 | 8.1 | 1.4 | -1.0
CCOC(=O)c1cc(C#N)c(N2CCNCC2)nc1C(F)(F)F | 2.7 | -5.5 | 11.6 | -0.3 | 6.4 | -2.0 | -4.8 | -1.0 | 1.0
CCOC(=O)COc1c(/C=N\OC)cc(Cl)cc1OC | 0.6 | 4.3 | 1.5 | -3.0 | -0.2 | 1.1 | 2.0 | -9.4 | -5.5
O=C(COC(=O)CCN1C(=O)C2CC=CCC2C1=O)Nc1ccc([N+](=O)[O-])cc1 (stereo not drawn) | · | · | · | -3.1 | · | · | 1.7 | 20.9 | -1.0
COc1cc(/C=N/NC(=O)c2cc(C34CC5CC(CC(C5)C3)C4)[nH]n2)ccc1O | -12.6 | 4.1 | 8.1 | 12.7 | -4.5 | -11.1 | 16.2 | 19.2 | 0.3
COc1cccc(C(=O)N2C(C(=O)O)CSC2c2ccccc2Cl)c1 (stereo not drawn) | 3.1 | 1.9 | -10.9 | -0.9 | 6.1 | 2.8 | -7.5 | 0.2 | -5.1
CS(=O)(=O)N1CCN(C(=O)CCc2ccccc2)CC1 | 3.3 | 1.7 | -10.4 | 5.8 | -6.1 | -1.2 | -4.5 | -2.6 | 2.4
FC(F)(F)c1ccc(Cl)c(NC2=NCCCCC2)c1 | -2.1 | 1.7 | -21.2 | -0.4 | -2.0 | 1.0 | -11.1 | 9.4 | 2.6
S=c1[nH]nc(-c2cccnc2)o1 | 2.8 | 1.3 | -11.7 | 1.3 | -0.9 | 4.0 | 1.8 | 2.1 | -1.2
CN(CC(=O)Nc1ccc(Cl)cc1)c1ccc(S(=O)(=O)N2CCCCC2)cc1[N+](=O)[O-] | -15.2 | -4.2 | 0.6 | -3.4 | -4.3 | -10.7 | -17.4 | -3.2 | -0.6
CC(=O)Oc1ccc2oc3c(c2c1)C(=O)CCC3 | 7.1 | 2.3 | 2.4 | 3.7 | -1.4 | 2.8 | -0.2 | 7.7 | 1.9
Clc1ccc(N=C2SCCS2)cc1 | -1.2 | -1.3 | 3.3 | 10.5 | -8.1 | -0.8 | -1.4 | -15.8 | -4.6
CCOC(=O)CNC(=O)Cc1ccc(OC)cc1 | -0.5 | 4.6 | -1.2 | 7.7 | -0.2 | 0.3 | 1.4 | -14.2 | -4.9
COC(=O)c1nn(-c2ccccc2)c(Cl)c1/C=N/OC(=O)c1ccc(Cl)c(Cl)c1 | 6.0 | 8.8 | -3.1 | 14.0 | -0.6 | -3.1 | -0.3 | 0.3 | 1.4
N#Cc1ccccc1OCC(=O)Nc1ccc(S(=O)(=O)N2CCOCC2)cc1 | · | · | · | -3.5 | · | · | -7.1 | -2.7 | -1.2
Cc1ccc(N2C(=O)C(Cc3ccc(O)cc3)NC2=S)cc1C (stereo not drawn) | -0.3 | 9.2 | -4.0 | 13.4 | 4.2 | 2.0 | 7.9 | -8.1 | -1.8
O=C(NC1CCCC1)C1CCCN(S(=O)(=O)c2ccc(-n3cnnn3)cc2)C1 (stereo not drawn) | 5.5 | 6.3 | -2.2 | 9.4 | 3.7 | 8.0 | -3.1 | 20.3 | -0.6
Cc1ccnc(SC2CC(=O)N(c3ccc(C(C)C)cc3)C2=O)n1 (stereo not drawn) | 6.3 | 1.1 | -4.1 | 10.2 | 1.2 | 6.0 | -9.8 | 8.2 | -2.2
COc1cc(OC)c(C(=O)OCC(=O)N2CCOCC2)cc1OC | 5.8 | 2.6 | -0.9 | 8.5 | -1.5 | -3.6 | -11.2 | 8.7 | 0.2
CCOc1ccc(NC(=O)CN(C)c2ccc(S(=O)(=O)N3CCOCC3)cn2)cc1OCC | -2.4 | 8.8 | 9.0 | 0.3 | 12.4 | 1.7 | 1.6 | 5.0 | -1.7
C=CC[C@@H](CC(=O)N(CCO)Cc1ccccc1)C(=O)N[C@H](COC(=O)[C@@H](CC=C)Cc1ccc(F)cc1)Cc1ccccc1 | · | · | · | 1.6 | · | · | -11.4 | 15.6 | -0.9
COc1ccc(NC(=O)C2CC(=O)n3cnnc3S2)cc1 (stereo not drawn) | 0.8 | -5.6 | 1.4 | 6.2 | 8.8 | 1.7 | 2.5 | 3.3 | 0.3
CC(C)C[C@H]1CN=C(Nc2ccccc2)N1CCC1CCCCC1 | 7.0 | 1.2 | -5.1 | 4.9 | 4.7 | -0.5 | 1.2 | 6.1 | -1.4
COc1ccc(OC)c2c(C)c(C)[nH]c12 | -0.2 | 10.7 | 11.8 | 8.6 | 4.0 | 9.8 | 0.8 | 10.4 | -1.8

Shown with values under each structure: entries from further up
Below each compound – LYPLA2 counter | GSTO1 counter | ZTA DNA inh | PAFAH1B3 inh | EBNA-1 inhibitor | LYPLA1 counter | PAFAH2 inh | PREPL inh | PAD4 FP inh
- CCOc1ccc(NC(=O)CN(C)c2ccc(S(=O)(=O)N3CCOCC3)cn2)cc1OCC
 : -2.4 | 8.8 | 9.0 | 0.3 | 12.4 | 1.7 | 1.6 | 5.0 | -1.7
- C=CC[C@@H](CC(=O)N(CCO)Cc1ccccc1)C(=O)N[C@H](COC(=O)[C@@H](CC=C)Cc1ccc(F)cc1)Cc1ccccc1
 : · | · | · | 1.6 | · | · | -11.4 | 15.6 | -0.9
